DAX1 inh-1 – DAX1 (NR0B1) inhibitors, primary screen, cell-based, HEK293, Gal4-DAX1, luciferase luminescence | inhibition, % at 6.75 µM | 340,000 compounds, 0.99% hits | AID 504766, 2011 | Nuclear receptor subfamily 0 group B member 1 (Homo sapiens), P51843 | HEK293 Gal4-DAX1 luciferase reporter;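 active = inhibition above the mean over all tested compounds plus 3 SD, cut at about 4.2% in these data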;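 also: 0% = DAX1-transfected cells with DMSO and 100% = empty-vector control cells with DMSO; inhibition shows as a rise in luminescence from relieved DAX1 repression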
Target sequence (P51843 207-470 limits assumed): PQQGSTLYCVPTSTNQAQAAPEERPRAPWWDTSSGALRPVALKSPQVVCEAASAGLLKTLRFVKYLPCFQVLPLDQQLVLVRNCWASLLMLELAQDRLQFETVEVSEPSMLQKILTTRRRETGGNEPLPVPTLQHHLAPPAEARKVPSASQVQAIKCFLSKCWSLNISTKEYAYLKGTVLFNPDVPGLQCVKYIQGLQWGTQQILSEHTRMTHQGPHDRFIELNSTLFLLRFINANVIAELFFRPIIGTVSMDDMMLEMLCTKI
ssDAF-12 act – S. stercoralis DAF-12 nuclear receptor activators, primary screen, cell-based, luminescence, HEK293, GRIP1 co-expression, lit1-tk-luc. Nuclear hormone receptor DAF-12 (Strongyloides stercoralis). HEK293 ssDAF-12/GRIP1 lit1-tk-luc reporter; % of 3 µM dafachronic acid response. activation, % at 6.8 µM. AID 652126, 2013. 370,000 compounds, 1% hits;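 active = activation above the mean over all tested compounds plus 3 SD, cut at about 0.9% in these data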;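 also: 0% = DMSO-only wells and 100% = 3 µM delta7-dafachronic acid wells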
SMARCA2 activ – SMARCA2 (BRM) function activators, primary screen, cell-based, luminescence, high throughput | MG213 cells, MMTV-luciferase reporter, dexamethasone, overnight | 370,000 compounds, 1% hits | activation, % at 9.1 µM; in the data active = activation above about 7.8%;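 also: 0% = vehicle wells and 100% = reference activator wells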
hcDAF12 agonist – H. contortus DAF-12 nuclear receptor activators, primary screen, cell-based, luminescence, HEK293, lit1-tk-luc reporter; 370,000 compounds, 1.4% hits; HEK293 hcDAF-12 lit1-tk-luc reporter; 0% DMSO, 100% Δ7-dafachronic acid; activation, % at 6.8 µM;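 active = activation above the mean of all tested compounds plus 3 SD, cut at about 5.5% in these data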;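 also: 100% = response to 3 µM Δ7-dafachronic acid high control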
KLK7 zymogen act – proKLK7 zymogen activators, primary screen, biochemical, fluorescence intensity; 370,000 compounds, 0.9% hits; activation, % at 7 µM; purified proKLK7, EDANS-DABCYL substrate fluorescence; 100% is mature enzyme control, 0% vehicle; Kallikrein-7 (Homo sapiens), P49862; AID 652039, 2013;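 active = activation above the mean of all tested compounds plus 3 SD, computed per campaign excluding outliers beyond control limits, cut at about 13% in these data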
Target sequence (P49862 whole entry, looked up): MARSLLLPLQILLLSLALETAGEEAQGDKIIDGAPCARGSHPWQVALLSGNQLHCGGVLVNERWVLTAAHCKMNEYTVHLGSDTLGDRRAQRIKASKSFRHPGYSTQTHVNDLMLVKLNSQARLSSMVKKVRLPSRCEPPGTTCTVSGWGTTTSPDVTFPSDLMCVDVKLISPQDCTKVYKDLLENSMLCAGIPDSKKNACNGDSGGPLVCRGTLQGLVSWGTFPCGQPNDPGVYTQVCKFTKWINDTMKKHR
hgDAF-12 ag – H. glycines DAF-12 receptor agonists, primary screen, cell-based, luminescence, HEK293, GAL4 fusion, UAS-luciferase; Nuclear hormone receptor DAF-12 (Heterodera glycines), GAL4 fusion; HEK293 GAL4-hgDAF12 UAS-luciferase reporter, agonist luminescence; normalized to butyrate control; activation, % at 6.8 µM; 370,000 compounds, 1.8% hits;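 active = activation above a cutoff set at the mean of all screened compounds plus 3 SD, cut at about 10% in these data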;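 also: 0% = DMSO wells and 100% = sodium butyrate wells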
GAA850 FXN act – FXN promoter activators, primary screen, cell-based, luciferase luminescence, HEK293 lucGAA850; HEK293 lucGAA850 FXN promoter luciferase reporter, 24 h; percent of 10 µM SAHA response; activation, % at 6 µM; 360,000 compounds, 0.56% hits;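 active = activation above the average of all compounds screened plus 3 SD, cutoff fixed separately per campaign, cut at about 7.5% in these data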;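 also: 0% = DMSO wells and 100% = 10 µM SAHA wells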
GC-A act – GC-A stimulated cGMP production enhancers – HEK293 GC-A cells, cGMP TR-FRET, EC30 ANP, primary screen | 370,000 compounds, 0.14% hits | Atrial natriuretic peptide receptor 1 (Homo sapiens), P16066 | 0% at EC30 ANP, 100% saturating ANP | AID 1671463, 2021 | activation, % at 10 µM; in the data active = activation above about 40%
NPR2 activator – human GC-B receptor activators, primary screen, HEK293 GC-B cells, cGMP TR-FRET, EC30 CNP; Atrial natriuretic peptide receptor 2 (Homo sapiens), P20594; 0% at EC30 CNP, 100% saturating CNP; activation, % at 10 µM; 370,000 compounds, 0.11% hits;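 active = activation at 10 µM reaching about 35% in either raw or pattern-adjusted values, limit read from the data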
sPLA2-III inh – human group III sPLA2 inhibitors, primary screen, biochemical, QFRET, BODIPY PC-A2 liposome substrate. Group 3 secretory phospholipase A2 (Homo sapiens), Q9NZ20. QFRET BODIPY PC-A2 liposome hydrolysis, fluorescence. 370,000 compounds, 0.56% hits. inhibition, % at 12.2 µM;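 active = inhibition above mean plus 3 SD of compounds lying within the high and low control bounds, cut at about 19% in these data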;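 also: 0% = median of test compound wells and 100% = no enzyme DMSO wells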
Target sequence (Q9NZ20 whole entry, looked up): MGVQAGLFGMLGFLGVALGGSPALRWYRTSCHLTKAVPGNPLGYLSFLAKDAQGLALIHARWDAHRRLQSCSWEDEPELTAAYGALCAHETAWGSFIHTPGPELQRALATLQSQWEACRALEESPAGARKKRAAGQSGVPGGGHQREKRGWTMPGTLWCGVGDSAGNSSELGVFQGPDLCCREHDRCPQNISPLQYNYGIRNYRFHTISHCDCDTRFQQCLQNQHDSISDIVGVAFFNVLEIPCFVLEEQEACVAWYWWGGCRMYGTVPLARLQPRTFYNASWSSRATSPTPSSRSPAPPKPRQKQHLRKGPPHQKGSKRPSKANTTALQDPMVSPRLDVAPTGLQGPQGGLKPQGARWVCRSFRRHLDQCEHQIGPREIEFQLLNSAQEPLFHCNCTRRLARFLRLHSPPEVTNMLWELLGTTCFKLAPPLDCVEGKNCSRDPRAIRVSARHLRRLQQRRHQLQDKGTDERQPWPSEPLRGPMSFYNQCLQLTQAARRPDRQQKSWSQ
DAX1 inh-2 – DAX1 (NR0B1) inhibitors on StAR promoter, primary screen, cell-based, luminescence, SF-1 (NR5A1), full-length DAX-1; HEK293T StAR-luciferase reporter, SF-1/DAX-1 repression relief; inhibition, % at 6.8 µM; 370,000 compounds, 1.1% hits; AID 652010, 2013;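 active = inhibition above the mean over all tested compounds plus 3 SD, cut at about 3.6% in these data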;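 also: 0% = DAX-1 cells with DMSO and 100% = cells lacking DAX-1 with DMSO; higher inhibition means more luminescence from relief of DAX-1 repression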
An asterisk follows results filed as active; nt = no result given.

SMILES,DAX1 inh-1,ssDAF-12 act,SMARCA2 activ,hcDAF12 agonist,KLK7 zymogen act,hgDAF-12 ag,GAA850 FXN act,GC-A act,NPR2 activator,sPLA2-III inh,DAX1 inh-2
Cc1ccnc(NS(=O)(=O)c2ccc(N=CC3=C(O)CC(C)(C)CC3=O)cc2)n1,1.0,-1.6,-1,-0.9,-1.3,-0.1,0.2,-4,-8,7,-0.6
COc1ccc(/C=C2\Sc3ccc(C(=O)N4CCN(Cc5ccccc5)CC4)cc3N(C)C2=O)cc1OC,-5.4,-2.5,-4,-7.0,-0.8,-11,-5.7,1,4,-44,-2.0
CCCC(=O)N1CCCC1(C)C(=O)Nc1ccc2cn[nH]c2c1 (stereo not given),nt,0.4,1,3.2,0.6,-1.9,3.6,-2,2,6,-0.6
N#CCSc1ccccc1NC(=O)COc1ccc(-c2nnco2)cc1,0.5,0.4,0,1.9,-1.1,1.2,0.3,1,0,6,-0.9
CC1CCN(c2ccc(C(=O)NCc3ccc4c(c3)OCO4)cc2[N+](=O)[O-])CC1,-0.1,-2.2,2,-1.6,0.2,2.5,1.8,-2,-5,-5,-0.4
O=S(=O)(c1cc(Cl)ccc1Cl)N1CCN(Cc2ccco2)CC1,0.7,-1.2,-2,-0.3,-0.6,-0.2,-2.6,-3,1,0,0.8
CC(C)(C)NS(=O)(=O)c1cc(C(=O)O)ccc1Cl,0.9,-1.4,-2,-1.2,-0.2,-1.7,1.9,-3,0,0,0.1
O=C1CC(c2ccc(S(=O)(=O)NC3CC3)cc2)CN1 (stereo not given),1.0,-1.6,-1,-0.9,0.8,-0.7,0.4,6,4,7,-0.1
Cc1ccc(S(=O)(=O)N2CCCOC2CNC(=O)C(=O)NCCc2ccco2)cc1 (stereo not given),0.4,-1.1,-3,-2.6,0.4,-1.4,1.0,2,7,-6,-0.3
Cn1c2ccc(CC(=O)O)cc2c2cc(CC(=O)O)ccc21,0.4,0.8,1,1.0,-1.4,0.5,-1.1,-5,2,1,0.4
COc1ccccc1CC(=O)NNC(=O)c1ccco1,-1.0,-1.3,-4,0.7,0.1,-2.4,-1.2,1,3,-1,0.0
CC(C)CC(=O)N=C1SC2CS(=O)(=O)CC2N1Cc1ccccc1 (stereo not given),0.4,-1.2,0,-0.2,-0.7,-0.8,2.6,-4,-2,0,-0.2
Cc1ccccc1OCCN1C(=O)c2ccccc2C1=O,1.8,-0.9,1,1.9,0.2,7.4,3.5,-5,-7,-6,1.4
COCCNC(=O)CCSc1nc(-c2ccc(OC)cc2)cc(C(F)(F)F)n1,0.2,-1.6,0,-2.4,1.0,-1.6,-0.5,1,0,0,0.1
O=c1o[nH]c(-c2ccccc2)c1-c1ccccc1,nt,0.1,3,0.9,0.5,2.4,0.1,3,0,-23,-0.1
CCOc1ccc(NC(=O)NC2CCCc3ccccc32)cc1 (stereo not given),0.2,-1.3,-1,-1.1,-0.6,-0.8,1.7,-3,6,5,0.0
CC(C)=CCC[C@H](C)C[C@@H]1Cc2[nH]c(=S)[nH]c(=O)c2[C@@H](c2ccc(F)cc2)O1,nt,-0.7,3,-1.9,1.1,1.9,nt,1,-1,1,-0.6
N#CCC(=O)Nc1ccc(C(=O)OCC(=O)c2ccc3c(c2)OCO3)cc1,-0.3,-0.2,5,0.2,-0.3,3.2,2.8,3,2,-50,-0.8
Fc1ccc(-c2cc(C(F)(F)F)nc(NCC3CCCO3)n2)cc1 (stereo not given),-1.5,-1.4,0,-0.3,1.4,-2.6,-1.2,-3,-4,-5,-0.9
COc1ccc(S(=O)(=O)N2CCN(C3CC4CCC3C4)CC2)cc1 (stereo not given),-1.0,-1.3,-3,-0.9,0.3,-1.0,-0.4,-1,-5,-3,-0.1
CCCCN(C(=O)c1cc2ccccc2o1)c1c(N)n(CCC)c(=O)[nH]c1=O,0.4,-1.7,0,-0.9,0.4,0.5,1.6,0,-1,3,-0.2
CC1(C)CC(=O)C(N=Nc2cc3c(cc2[N+](=O)[O-])OCCO3)=C(O)C1,1.5,-1.3,-1,1.6,0.1,-3.2,0.4,-3,1,2,-0.3
CCc1ccc(CN2CCC(N3CCC(C(=O)N4CCCC4)CC3)CC2)o1,0.1,-1.1,-1,-0.6,0.4,2.1,-0.6,2,2,6,-0.4
O=C(c1nc2ncccn2n1)N1CCN(c2ccccc2)CC1,0.4,-1.1,1,-0.7,-0.2,-1.2,-0.4,9,0,2,3.7*
c1ccc(CNc2nc(NCCOc3ccccc3)c3sccc3n2)cc1,nt,-1.6,-5,-1.3,0.2,-0.4,-0.6,1,-4,-19,-0.9
Cc1ccc(S(=O)(=O)NCc2ccc(C(=O)N3CCN(c4ccccc4)CC3)cc2)cc1,-0.7,-1.4,-4,-2.5,1.4,0.5,0.1,-5,3,-17,-0.7
CCC1CCC(C(=O)NC(C(=O)Nc2ccc3c(c2)OCCO3)C(C)C)CC1 (stereo not given),2.5,-1.3,2,-1.2,-0.4,-1.7,-3.3,1,3,3,0.5
CC1CCCCC1NC(=O)Cn1nc(-c2ccccc2)ccc1=O (stereo not given),0.1,-1.7,-3,-1.7,0.7,-0.4,-1.1,2,1,8,-0.8
CC(=O)Nc1ccc(Oc2ccc3nc(C)[nH]c3c2)cc1,1.7,-1.0,1,-1.7,0.8,-0.1,-3.2,0,-7,0,-0.4
Cc1ccc(C)c(S(=O)(=O)N2C(=S)NC(=O)C2C(C)C)c1 (stereo not given),0.1,-0.8,2,-1.2,-0.4,-0.3,2.5,0,4,-1,0.2
Cc1[nH]c2ccccc2c1C(=O)CN1CCN(C/C=C/c2ccccc2)CC1,-0.1,-0.8,-2,-2.3,-0.9,-4.1,-2.6,-3,0,-29,-1.2
O=C(NC(n1ccc(=O)[nH]c1=O)C(Cl)(Cl)Cl)C12CC3CC(CC(C3)C1)C2 (stereo not given),-0.3,-0.9,-5,-0.2,0.3,-1.1,2.9,-7,-5,17,0.4
COc1cccc(C2c3[nH]c4ccccc4c3C[C@H]3C(=O)N(C)CC(=O)N23)c1 (stereo not given in full),0.0,-0.1,-3,0.2,0.0,-1.6,0.1,-35,-9,-8,-0.2
CC(=O)Nc1cc(-c2ccc(C(=O)NC3CC3)cc2)cn2c(-c3ccc(F)c(Cl)c3)cnc12,nt,-1.8,-1,-3.6,-1.5,1.2,-0.2,8,2,-2,-2.2
CC(C)C(=O)Nc1ccc([N+](=O)[O-])cc1Br,0.8,-1.1,0,-1.8,0.7,-2.9,1.3,0,3,-2,0.4
CN(C)S(=O)(=O)c1cccc(NC(=O)c2ccc(N3CCCC3=O)cc2)c1,-1.1,-2.0,-6,-1.3,-0.2,-1.5,-0.9,2,5,15,-1.8
COC(=O)c1cc(NS(=O)(=O)c2cccc(Cl)c2)ccc1N1CCOCC1,0.7,-1.4,-2,-0.1,0.1,-0.9,-0.2,2,3,-1,0.1
C=CCNC(=O)Nc1ccc(Br)cc1Cl,-1.5,-1.4,-3,-2.7,0.3,-4.1,1.4,2,2,-5,-1.2
Cc1cc([N+](=O)[O-])nn1CCCC(=O)NCc1ccccc1,-1.2,-1.0,-3,0.0,-0.5,0.8,1.1,-1,3,-1,0.0
CCCCN(C(=O)CCC(=O)Nc1cc(C)on1)C(C(=O)NC(C)(C)CC)c1cccc(OC)c1OC (stereo not given),2.5,-1.9,-2,-3.3,0.0,-2.0,-1.2,-26,-13,-9,-0.4
O=C1Nc2ccccc2C(=O)N(c2ccc3c(c2)OCCO3)C1C(=O)NC1CC1 (stereo not given),nt,-0.9,-4,0.8,0.2,0.1,nt,0,-8,0,0.7
CCOc1ccc(NC(=S)N2CCC(NC(=O)C3CCCCC3)CC2)cc1,-1.9,-1.2,-4,-0.2,0.2,1.4,-0.5,2,0,15,0.1
CC(C)N1CCC2(CC1)N=C(c1ccc3c(c1)OCO3)CC(c1cc(Cl)ccc1O)N2 (stereo not given),-2.1,-1.2,1,1.1,-0.7,-2.4,1.1,-11,-4,-23,-3.0
Cn1c(CSCCOc2ccccc2)n[nH]c1=S,0.2,-0.9,2,1.2,1.0,-0.8,-0.6,-2,-4,16,-0.3
O=C(Nc1nnc(-c2cccnc2)s1)c1cccs1,-1.3,-1.6,-2,1.0,0.0,5.8,-3.2,1,7,1,0.2
CCOC(=O)C1(Cc2cccc(Cl)c2)CCCN(C(=O)c2cc(C(C)C)nn2C)C1 (stereo not given),0.2,-1.2,-1,-1.8,-0.3,0.1,2.5,-9,-9,-14,-0.4
O=C(NC1CC1)C1CCN(C2CCN(C(=O)CCOc3ccccc3)CC2)CC1,-0.9,-0.8,1,2.1,-0.6,0.3,0.9,4,5,0,0.2
COc1ccccc1C(c1nnnn1CCc1ccccc1)N1CCN(c2ccccc2)CC1 (stereo not given),-0.5,-0.7,-1,0.6,0.0,-1.4,0.2,-5,-8,2,0.1
O=C(Cn1c(NCCCO)nc2ccccc21)c1cccc(Br)c1,-0.4,-0.3,2,0.5,-0.4,-1.6,-0.7,-4,-3,-41,0.1
NC(=O)CC(NC(=O)c1ccccc1)c1ccc(N2CCCCCC2)c([N+](=O)[O-])c1 (stereo not given),-1.3,-1.9,-3,-2.7,-0.1,-3.3,1.3,-1,4,1,-0.7
CC(=O)CC(=O)Nc1ccccc1NC(C)=O,-0.2,-1.4,-3,-0.9,0.1,0.7,-1.1,0,3,1,0.4
Cc1cn(CC(=O)c2ccccc2)c2ccccc12,-1.4,0.3,1,-0.9,-0.1,1.8,1.1,-5,-1,-53,0.0
COc1ccc(CNC(=O)CN(c2ccc(C)cc2)S(=O)(=O)c2c(C)noc2C)cc1,-0.1,-0.7,2,-0.7,0.7,-0.1,-2.0,3,-2,-4,0.0
CCN1CCN(CC(O)COCC2COc3ccccc3O2)CC1 (stereo not given),-1.4,-1.8,0,0.7,0.6,-0.3,-0.1,-2,4,-5,-0.2
